FAK inh: FAK (human) kinase inhibition. Q05397. biochemical FAK kinase activity assay. inhibition, %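 (tested at 7 µM)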. 97,000 compounds, 0.84% hits; in the data active means inhibition above about 19%;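 further: 0% = DMSO and 100% = reference compound high control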
S1P2 agonist: S1P2 (human) receptor agonism; S1P2-expressing cell line, agonist reporter read-out; activation, % at 4.5 µM; 97,000 compounds, 0.46% hits; in the data active means activation above about 16%;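 further: 0% = vehicle low control and 100% = maximal reference agonist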
Target sequence (O95136 whole entry, looked up): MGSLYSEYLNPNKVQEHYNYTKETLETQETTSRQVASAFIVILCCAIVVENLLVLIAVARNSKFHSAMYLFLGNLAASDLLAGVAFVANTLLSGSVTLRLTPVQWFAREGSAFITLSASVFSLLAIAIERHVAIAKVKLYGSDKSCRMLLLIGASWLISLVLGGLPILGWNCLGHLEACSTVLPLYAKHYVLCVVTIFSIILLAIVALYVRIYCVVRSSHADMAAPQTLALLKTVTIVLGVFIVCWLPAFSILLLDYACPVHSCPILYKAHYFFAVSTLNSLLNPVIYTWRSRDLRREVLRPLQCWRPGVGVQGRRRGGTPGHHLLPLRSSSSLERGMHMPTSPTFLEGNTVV
PLK1 PBD inh: blocks phosphopeptide binding to human Plk1 polo box domain; P53350; Plk1 PBD phosphopeptide binding, fluorescence polarization; inhibition, %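 (tested at about 20 µM)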; 97,000 compounds, 0.13% hits; in the data active means inhibition above about 34%, passing the limit was not always enough
PLAP act: activates human placental alkaline phosphatase; P05187; 96,000 compounds, 1.2% hits; purified PLAP enzyme, luminescent substrate read-out; stronger effect = higher value; AID 696; activation fold at 20 µM; in the data active means activation fold above about 2
Target sequence (P05187 whole entry, looked up): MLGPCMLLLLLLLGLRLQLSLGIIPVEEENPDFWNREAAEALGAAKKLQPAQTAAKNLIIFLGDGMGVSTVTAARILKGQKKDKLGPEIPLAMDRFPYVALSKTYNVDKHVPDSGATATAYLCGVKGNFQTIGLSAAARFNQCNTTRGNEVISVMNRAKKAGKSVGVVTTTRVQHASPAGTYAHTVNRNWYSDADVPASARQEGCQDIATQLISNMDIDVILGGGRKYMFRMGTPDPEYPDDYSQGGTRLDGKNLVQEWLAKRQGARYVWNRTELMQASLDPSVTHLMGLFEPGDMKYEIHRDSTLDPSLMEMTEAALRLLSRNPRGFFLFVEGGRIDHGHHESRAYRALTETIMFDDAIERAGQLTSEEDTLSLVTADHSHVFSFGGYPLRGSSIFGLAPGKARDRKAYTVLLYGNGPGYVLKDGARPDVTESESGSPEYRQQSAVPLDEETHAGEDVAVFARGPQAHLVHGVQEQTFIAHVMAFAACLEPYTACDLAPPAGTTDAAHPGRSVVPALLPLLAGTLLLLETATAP
EphB4 ephrin blk: blocks human EphB4 binding to ephrin-B2; P54760; EphB4 LBD / TNYL-RAW-Alexa532 peptide, fluorescence polarization; inhibition, % at 7 µM; 97,000 compounds, 0.15% hits; AID 720;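 active means inhibition above the screen-wide mean inhibition plus 3 SD, cut at about 15% in these data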;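 further: 0% = DMSO wells and 100% = excess unlabeled TNYL-RAW peptide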
PLK1 inh: blocks human PLK1 kinase activity | P53350 | recombinant PLK1 kinase, TR-FRET peptide phosphorylation | 97,000 compounds, 0.53% hits | inhibition, % at 10 µM;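 active means inhibition of 50% or more in the single-concentration screen; inactive means inhibition below 50%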;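 further: 0% = DMSO max control and 100% = H-89 dihydrochloride min control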
Rev-RRE block: HIV Rev-RRE protein-RNA interaction inhibition. 97,000 compounds, 0.79% hits. AID 704. inhibition, % at 8 µM. P05866. Rev peptide-RRE RNA binding, FRET;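 active means inhibition above the screen-wide mean plus 3 SD, cut at about 35% in these data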;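 further: 0% = median DMSO wells and 100% = median Neomycin B control wells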
Target sequence (P05866 whole entry, looked up): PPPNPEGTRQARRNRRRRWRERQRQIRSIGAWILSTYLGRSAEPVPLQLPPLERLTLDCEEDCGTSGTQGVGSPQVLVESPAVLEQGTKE
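Test system: Cy5-tagged RRE RNA duplex with fluorescein-tagged Rev peptide | Read-out: % inhibition of FRET ratio versus controls | Probe or stimulus: Labelled Rev peptide | Incubation: 5 min RNA-compound premix plus 15 min binding step, 25 °C | Technique: FRET fluorescence readout | Benchmarks: DMSO low control, neomycin B high control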
S1P2 antag: antagonists of human S1P2 receptor; O95136; cell-based S1P2 antagonist assay, inhibition at 5 uM; inhibition, % at 5 µM; 97,000 compounds, 0.21% hits; AID 736; in the data active means inhibition above about 45%;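 further: CRE beta-lactamase reporter cells expressing human S1P2 stimulated with S1P; 0% = agonist at EC80 alone and 100% = agonist plus reference antagonist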
MT1-MMP txn act: activates MT1-MMP transcription | HT1080 MT1-MMP promoter luciferase reporter, luminescence, overnight; stronger effect = higher value | activation factor at 10 µM | 86,000 compounds, 0.16% hits;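 active means activation factor of at least 2 for MT1-MMP transcription at 10 µM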
Numbers without * were called inactive; / = not tested or not shown. Compounds as they come (roughly 3.9% active in at least one column).

SMILES	FAK inh	S1P2 agonist	PLK1 PBD inh	PLAP act	EphB4 ephrin blk	PLK1 inh	Rev-RRE block	S1P2 antag	MT1-MMP txn act
CCOC(=O)c1c2n(c3c(NCc4ccccc4)ncnc13)CCCC2	0	0	-11	2.5*	0	-4	9	-7	1.1
CCC(=O)N1CCc2cc(S(=O)(=O)NCCN3CCC(C)CC3)ccc21	0	-3	-4	1.8	-2	-5	1	-4	/
Cc1cc(C)nc(-n2nc(C)cc2NC(=O)CN2CCc3ccccc3C2)n1	0	-1	-23	1.6	0	-1	7	-2	1.1
Cc1ccc(N2CC(c3nc4ccccc4n3C)CC2=O)cc1C (stereo unspecified)	-4	-1	-5	1.2	4	-5	-3	-38	1.1
COc1ccc(OC)c(Nc2cc(C)nc3ccccc23)c1	3	-6	-11	0.7	-5	10	-7	18	1
CC(=O)Nc1ccccc1OCC(=O)c1ccc2c(c1)OCO2	0	1	-15	1	4	5	-2	-7	1.3
S=C(Nc1ccc(Cl)cc1Cl)NC1CCCCC1	2	-5	8	/	-1	-6	-4	10	/
CCNC(=O)CSc1nnc(-c2ccccc2)n1-c1ccc(OCC)cc1	-1	-4	-20	1.3	-4	-5	-1	-2	/
Cc1ccc(S(=O)(=O)CC(=O)Nc2ccc(S(=O)(=O)Nc3onc(C)c3C)cc2)cc1	-1	-3	-2	1	6	-6	4	12	1.1
CCCCSc1nc(O)c(C2OC(=O)c3c2ccc(OC)c3OC)c(=O)n1-c1ccccc1 (stereo unspecified)	-9	-1	5	1.9	1	-16	4	12	1.2
COC(=O)C1=C(C)NC(=O)/C1=C\c1cc(C)n(-c2ccccc2C)c1C	-2	-5	11	1	2	2	-3	-46	/
O=C(c1sc2ccccc2c1Cl)N(Cc1ccccc1Cl)C1CCS(=O)(=O)C1 (stereo unspecified)	5	-9	11	1.1	5	-9	16	-2	1.3
CC(=O)NC1C(=O)N=C(SCC(=O)NCc2ccccc2)NC1=O (stereo unspecified)	0	-3	-8	/	-1	-1	3	18	1
CN(C)CCNC(=O)c1ccc(-c2nn(C)c(=O)c3ccccc23)cc1	1	-1	-28	1.2	5	-11	-1	-4	1
COCCCNC(=O)CN1CCN(Cc2ccccc2Cl)C1=O	-4	-6	-22	1.1	-1	-2	3	-9	/
O=C(CSc1ncn[nH]1)c1ccco1	0	-4	-14	/	0	-3	4	7	1.2
CCOC(=O)N1CCN(C(=O)C2CCN(S(=O)(=O)CC)CC2)CC1	0	-8	-11	1	-2	4	0	4	0.9
CC(=O)Oc1ccc2ccccc2c1C(NC(=O)Cc1ccccc1)c1ccccc1Cl (stereo unspecified)	3	-8	-11	0.9	3	-2	2	30	/
CCOC(=O)C1=C(C)NC(=O)NC1c1ccc2c(c1)OCO2 (stereo unspecified)	0	-2	-3	0.9	-3	-13	3	-9	1.1
COc1cc2c3c(c1)C1(C(=O)N3C(C)(C)C=C2C)C(C#N)=C(N)Oc2cc(C)oc(=O)c21 (stereo unspecified)	0	-6	12	1.4	-7	-5	1	-2	1.2
c1cncc(-c2nnc3sc(C4CCCCC4)nn23)c1	2	-2	-10	1.1	-1	0	4	-21	1.2
FC(F)(F)c1cccc(N2Cc3ccccc3C2)c1	-9	-6	-7	1.2	6	-9	12	2	1.2
O=C(c1n[nH]c2ccccc12)N1CCN(S(=O)(=O)c2ccc3ccccc3c2)CC1	-5	2	-8	1.6	6	-13	7	11	1.1
CCOC(=O)c1sc(NC(=O)c2ccccc2OC)nc1C	0	-5	-14	1.2	-8	-30	1	-23	/
OC1(c2ccc(Br)cc2)CCNCC1	0	-3	-10	0.7	-2	-13	2	-1	1

Next part (3 carried over from the part before).
SMILES	FAK inh	S1P2 agonist	PLK1 PBD inh	PLAP act	EphB4 ephrin blk	PLK1 inh	Rev-RRE block	S1P2 antag	MT1-MMP txn act
O=C(c1n[nH]c2ccccc12)N1CCN(S(=O)(=O)c2ccc3ccccc3c2)CC1	-5	2	-8	1.6	6	-13	7	11	1.1
CCOC(=O)c1sc(NC(=O)c2ccccc2OC)nc1C	0	-5	-14	1.2	-8	-30	1	-23	/
OC1(c2ccc(Br)cc2)CCNCC1	0	-3	-10	0.7	-2	-13	2	-1	1
Cc1nnc(SCc2ccc(CC(=O)O)cc2)o1	2	-4	7	0.9	3	-7	3	10	1.1
CCOc1ccc2c(c1)s/c(=N\S(=O)(=O)c1ccc(OC)cc1)n2C(F)F	1	-7	-9	1.3	5	-10	15	-14	/
CCOC(=O)CSc1nc2ccc(NC(C)=O)cc2s1	2	-10	11	1	5	-7	2	10	1.1
CCN(CC)S(=O)(=O)c1ccc(S(=O)(=O)N2CCCC2C(=O)O)cc1 (stereo unspecified)	-1	-3	-23	1.1	-3	-8	13	15	1.3
Cc1ccc(S(=O)(=O)Nc2c3ccccc3nc(=O)n2-c2ccccc2)cc1	1	0	-3	0.9	-5	7	1	-12	1.9
C=C(C)CN1C(=O)C(O)(CC(=O)c2ccc3c(c2)OCCO3)c2ccccc21 (stereo unspecified)	0	-4	5	1.1	1	-6	6	-18	1.2
CN(Cc1ccccc1)c1nc2c(c(=O)n(C)c(=O)n2C)n1CCCc1ccccc1	6	1	-28	2.1*	2	-11	-1	11	1.1
Cc1cc(C)n2nc(C(=O)Nc3nccs3)nc2n1	-1	-10	11	1	-3	-7	11	5	1.5
CCN(CC)C(=O)CSc1nc2ccccc2c(=O)n1OC(C)C	1	0	27	1.6	-1	-1	5	-20	1.1
O=C(Nc1nc(-c2ccc(S(=O)(=O)N3CCOCC3)cc2)cs1)c1ccccc1	-10	-9	6	1.1	0	-7	-4	20	1.1
Brc1cccc(-c2nnc3sc(CNCc4ccco4)cn23)c1	-4	-1	-10	0.9	10	0	8	7	1.1
CCN1CCN(c2nc3ccccc3nc2C(C#N)C(=O)OC2CCCCC2)CC1 (stereo unspecified)	0	-4	10	1.2	-1	-2	13	24	1.1
ONC(=Nc1ccc(Cl)cc1)c1ccccc1Cl	2	-11	-22	0.7	-1	-3	-2	-22	/
O=[N+]([O-])c1ccc2nc(-c3ccc(Cl)cc3)n(OCc3ccccc3)c2c1	2	-3	5	0.9	-10	-7	-80	3	/
O=C(Cn1cnc2c(nnn2Cc2ccc(Cl)cc2)c1=O)NCc1ccco1	-3	-1	-3	/	2	-12	-1	-25	1.1
CCO/C(C)=N/n1c2nc3ccccc3nc2c2c(=O)n(Cc3ccccc3Cl)c(C)nc21	2	2	9	1.6	6	-2	11	1	1.1
CCOC(=O)c1cnc(SCC)[nH]c1=O	6	-8	-2	0.8	3	14	8	-4	1
CCOC(=O)C1=C(CC)NC2=C(C(=O)CCC2)C1c1ccc(OC)c(OC)c1 (stereo unspecified)	0	-7	-13	1	3	-14	3	-10	1.1
O=C(NCc1ccccc1)c1ccc(S(=O)(=O)N2CCCc3ccccc32)cc1	-2	-7	-13	0.9	-3	-9	13	11	1.2
COc1ccccc1N1CSC2=C(C#N)C(c3ccc(SC)cc3)CC(=O)N2C1 (stereo unspecified)	-1	-1	-28	1.3	-1	-2	15	6	1.1
NC(=O)Nc1ccc2c(c1)OCCO2	2	2	16	0.9	2	-2	-1	-13	/
O=C(NCCC(=O)N1CCN(c2ncccn2)CC1)c1ccccc1Cl	-1	-2	-18	0.9	8	-8	5	-4	/
CCC(c1nnc(SCC(=O)N2CC3(C)CC2CC(C)(C)C3)o1)N(C)C (stereo unspecified)	0	-4	2	1.4	-3	-1	4	-17	1.2
O=C(CSc1nnnn1-c1ccccc1Cl)Nc1ccc2c(c1)OCCO2	1	-4	-35	0.9	2	0	10	10	1.3
O=C(Nc1ccc(Cl)cc1)C(c1ccccc1)N(CCO)CCO (stereo unspecified)	2	-6	-13	1.1	1	-1	-4	20	1.8

Copied from the list:
Entry of COc1ccccc1N1CSC2=C(C#N)C(c3ccc(SC)cc3)CC(=O)N2C1 (stereo unspecified) in FAK inh: -1
Entry of O=C(NCCC(=O)N1CCN(c2ncccn2)CC1)c1ccccc1Cl in Rev-RRE block: 5

Whole records from above:
Record of `Cc1nnc(SCc2ccc(CC(=O)O)cc2)o1` : FAK inh = 2; S1P2 agonist = -4; PLK1 PBD inh = 7; PLAP act = 0.9; EphB4 ephrin blk = 3; PLK1 inh = -7; Rev-RRE block = 3; S1P2 antag = 10; MT1-MMP txn act = 1.1
Record of `C=C(C)CN1C(=O)C(O)(CC(=O)c2ccc3c(c2)OCCO3)c2ccccc21` (stereo unspecified) : FAK inh = 0; S1P2 agonist = -4; PLK1 PBD inh = 5; PLAP act = 1.1; EphB4 ephrin blk = 1; PLK1 inh = -6; Rev-RRE block = 6; S1P2 antag = -18; MT1-MMP txn act = 1.2
Record of `COc1ccccc1N1CSC2=C(C#N)C(c3ccc(SC)cc3)CC(=O)N2C1` (stereo unspecified) : FAK inh = -1; S1P2 agonist = -1; PLK1 PBD inh = -28; PLAP act = 1.3; EphB4 ephrin blk = -1; PLK1 inh = -2; Rev-RRE block = 15; S1P2 antag = 6; MT1-MMP txn act = 1.1

(further entries)
SMILES	FAK inh	S1P2 agonist	PLK1 PBD inh	PLAP act	EphB4 ephrin blk	PLK1 inh	Rev-RRE block	S1P2 antag	MT1-MMP txn act
CN(C)c1nc(N2CCN(c3ccccc3)CC2)c(C#N)c(=O)o1	-1	-2	-2	0.9	4	0	9	-5	/
CC(C)OC(=O)c1nnc(-c2ccccc2)nc1OC(C)C	0	-8	11	1.1	5	-8	-2	-12	/
CCN(CC)C(=O)CSc1nc(O)cc(=O)n1C	6	-4	-8	1.1	-3	-11	8	9	1
CC1CCCCN1S(=O)(=O)c1ccc(C(=O)Nc2nnc(-c3cccs3)o2)cc1 (stereo unspecified)	1	1	2	1.3	8	-11	3	9	1.1
O=C(NCC1CCCO1)c1ccccc1-c1nc(-c2ccccc2)no1 (stereo unspecified)	-3	-5	-5	1.4	13	0	1	8	1.6
CNC(=O)C1C2C=CC3(O2)C1C(=O)N(C1CC1)C3C(=O)NCc1ccc(OC)cc1 (stereo unspecified)	-2	-3	1	1	-3	-6	4	11	1.2
C/C(=C\C(=O)Nc1nccs1)c1ccccc1	3	-9	-24	1.1	4	-6	6	4	1.2
CCCSc1nnc(Nc2ccccc2C)s1	-4	-9	-21	0.9	2	-7	4	11	1.6
COC(=O)C1=C(C)N(Cc2ccc(C)cc2)C(=O)C1	-1	-4	7	0.9	-2	-1	5	9	/
COc1ccc(C)cc1-n1nnnc1SCc1cn2ccsc2n1	0	-2	-15	1	6	-6	2	4	1.1
COc1cc(/C=N/N2C(=O)CSC2=S)ccc1O	2	-2	-25	2.2*	-2	3	14	-13	1.3
O=C(NC(NC(=S)Nc1ccccc1)C(Cl)(Cl)Cl)c1cccc(Cl)c1 (stereo unspecified)	17	-4	9	0.8	11	-11	8	32	/
COc1cccc(OCCOc2c(OC)cccc2OC)c1	4	1	0	1.3	-6	-3	0	5	1

An excerpt from above with just FAK inh and EphB4 ephrin blk.
| mol | FAK inh | EphB4 ephrin blk |
| --- | --- | --- |
| COc1cc(/C=N/N2C(=O)CSC2=S)ccc1O | 2 | -2 |
| O=C(NC(NC(=S)Nc1ccccc1)C(Cl)(Cl)Cl)c1cccc(Cl)c1 (stereo unspecified) | 17 | 11 |
| COc1cccc(OCCOc2c(OC)cccc2OC)c1 | 4 | -6 |

Assay outcomes deposited in PubChem by several laboratories.
